Source: PubChem BioAssay (National Center for Advancing Translational Sciences (NCATS))
CBFb-RUNX1 inh: qHTS Assay for Compounds Blocking the Interaction Between CBF-beta and RUNX1 for the Treatment of Acute Myeloid Leukemia. Runt-related transcription factor 1 (Homo sapiens) + Core-binding factor subunit beta …. AlphaScreen CBFb-His/RUNX1-biotin binding, biochemical. Potency, µM (doses to about 59.8 µM), inactives show top-dose activity, negative = inhibition, hits mostly inhibitors. 230,000 tested, under 10 active. AID 1477, 2009; also: % of control where 0% means no effect
Target sequence (Q01196 whole entry, looked up): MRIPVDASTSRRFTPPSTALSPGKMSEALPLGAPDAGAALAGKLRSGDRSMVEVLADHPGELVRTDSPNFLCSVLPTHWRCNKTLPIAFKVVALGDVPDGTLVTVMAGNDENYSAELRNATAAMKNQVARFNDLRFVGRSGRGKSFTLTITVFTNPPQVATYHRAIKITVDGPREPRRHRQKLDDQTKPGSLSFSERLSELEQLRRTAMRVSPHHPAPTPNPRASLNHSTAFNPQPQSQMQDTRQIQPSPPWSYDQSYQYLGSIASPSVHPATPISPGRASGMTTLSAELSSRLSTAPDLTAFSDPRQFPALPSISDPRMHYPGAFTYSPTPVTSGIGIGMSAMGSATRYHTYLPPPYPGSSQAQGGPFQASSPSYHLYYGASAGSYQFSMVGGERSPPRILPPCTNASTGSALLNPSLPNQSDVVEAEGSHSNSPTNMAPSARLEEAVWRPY
Target sequence (Q13951 whole entry, looked up): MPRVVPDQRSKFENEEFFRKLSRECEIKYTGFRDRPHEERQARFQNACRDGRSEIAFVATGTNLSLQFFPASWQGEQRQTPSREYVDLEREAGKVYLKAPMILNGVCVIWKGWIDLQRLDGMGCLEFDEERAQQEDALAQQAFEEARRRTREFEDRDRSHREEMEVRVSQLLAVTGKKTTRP
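Read-out: AlphaScreen. Format: His-CBF-beta with biotinylated RUNX1 (30 nM each) preincubated 20 min, compound 15 min, Ni-chelate plus streptavidin beads 90 min; room temperature throughout.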
HTT aggregate: qHTS Multiplex Assay to Identify Dual Action Probes in a Cell Model of Huntington: Aggregate Formation (GFP); Potency, µM (doses to about 46.1 µM), for inactives: at the top dose activity change, negative = inhibition, hits mostly inhibitors; AID 1688, 2009; PC12 HttQ103-GFP aggregates, Acumen cytometry, 40 h; 220,000 tested, 1.1% active; also: potency is read from the fitted curve at half-maximal effect; % is scaled to controls: 0 for no effect and ±100 for the full control effect; nearly all actives have a fitted effect of over 60% in size
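Read-out: GFP aggregate count by laser scanning cytometer (488 nm excitation, 500-530 nm emission, 1–25 µm objects >6 SD above background). Cells: PC12, inducible HTTex1-Q103-GFP, 100 nM tebufenozide; compounds titrated.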
NPSR antag: qHTS Assay for Antagonists of the Neuropeptide S Receptor: cAMP Signal Transduction; Q6W5P4; CHO-NPSR cells, cAMP TR-FRET, antagonist mode; Potency, µM (doses to about 38.3 µM), inactives show at the highest dose activity change, negative = inhibition, actives largely listed as inhibitors; 220,000 tested, 1% active; also: potency is read from the fitted curve at half-maximal effect; % is scaled to controls: 0 for no effect and ±100 for the full control effect; nearly all actives have a fitted effect of over 50% in size; many of its hits are not listed in these tables
Target sequence (Q6W5P4 whole entry, looked up): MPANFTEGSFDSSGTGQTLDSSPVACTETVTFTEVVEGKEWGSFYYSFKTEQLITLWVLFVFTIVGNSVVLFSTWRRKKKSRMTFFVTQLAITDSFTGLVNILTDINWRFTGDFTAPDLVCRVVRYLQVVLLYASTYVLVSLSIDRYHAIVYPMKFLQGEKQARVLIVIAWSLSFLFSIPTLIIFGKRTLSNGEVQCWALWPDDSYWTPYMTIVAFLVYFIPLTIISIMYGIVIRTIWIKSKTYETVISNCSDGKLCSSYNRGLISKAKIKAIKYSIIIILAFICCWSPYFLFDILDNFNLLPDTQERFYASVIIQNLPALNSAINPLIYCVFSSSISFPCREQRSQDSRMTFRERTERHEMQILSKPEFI
Lamin A splicing: qHTS Assay for Modulators of Lamin A Splicing | HeLa LMNA splicing GFP/RFP minigene ratio, 48 h | Potency, µM (series often up to 46.1 µM), inactives show top-dose ratio change, negative = inhibition, usual class: inhibitors | 200,000 tested, 0.01% active; active = well fitted inhibition curve with a large enough effect in the signal ratio, with a control signal flat, not every such curve was filed as active; inconclusive = small, poorly fitted or top-dose-only effect, or effect the other way, or a change in a side signal; the % refers to the signal ratio; also: potency is read from the fitted curve at half-maximal effect; % is scaled to controls: 0 for no effect and ±100 for the full control effect
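S3 HeLa stable clones carrying a lamin A-EGFP splicing minigene plus DsRed2 were seeded at 600 cells/well in Opti-MEM with 2% FBS, pin-dosed and incubated 48 h at 37°C. Acumen cytometry (488 nm) gave the GFP/RFP total-intensity ratio.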
IMPase Li cell: qHTS Assay for Identifying the Cell-Membrane Permeable IMPase Inhibitors: Potentiation with Lithium; CHO-M1 cells, IP1 TR-FRET (IP-One), carbachol + lithium; Potency, µM (highest dose often 59.4 µM), for the others: top-dose activity, negative = IMPase inhibition, actives largely listed as inhibitors; 210,000 tested, 0.35% active; AID 1457, 2008;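 also: IP1 builds up when IMPase is blocked and the TR-FRET signal falls; potency is read from the fitted curve at half-maximal effect; plate controls were basal vehicle for no effect and high inhibitor control for full effect; nearly all actives have a fitted effect of over 50% in size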
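Test compounds were applied to CHO-M1 cells previously cultured for 16–30 h at 2000 per well. A small lithium amount accompanied them; after 30 min at 37C, IP1 was quantified by TR-FRET.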
Luc counter: Counterscreen for Luciferase (Kinase-Glo TM) Inhibition; Luciferin 4-monooxygenase (Photuris pensylvanica), Q27757; Kinase-Glo luciferase, ATP luminescence, 8 min; Potency, µM (top dose mostly 38.3 µM), for the others: top-dose activity change, negative = inhibition, most hits filed as inhibitors; 200,000 tested, 0.28% active; also: potency is read from the fitted curve at half-maximal effect; % is scaled to controls: 0 for no effect and ±100 for the full control effect; nearly all actives have a fitted effect of over 60% in size
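Compound is pinned into ATP-containing buffer (10 uM ATP, imidazole pH 7.2, 7 mM MgCl2). Kinase-Glo luciferase reagent is then added. Light output is recorded following an 8-min room-temperature incubation.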
Epigenetic derep: Quantitative High-Throughput Screen for Regulators of Epigenetic Control. Potency, µM (highest dose often 53.9 µM), inactives show top-dose GFP activation, usual class: activators. murine LDR cells, GFP reporter derepression, 30 h. 280,000 tested, 0.2% active. AID 1865, 2009; also: potency is read from the fitted curve at half-maximal effect; % of control where 0% means no effect; nearly all actives have a fitted effect of over 60% in size
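Readout is the number of GFP-expressing murine LDR cells, counted by cytometry following washing. Cells were treated with compound for 30 h at 37 C; the stably integrated CMV-GFP locus is normally silent.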
Active calls of the source: *; ? = inconclusive; . = no result given; & = joins results of further samples; [ ] = remark or other dose. Unless noted, calls follow the shape of the dose curve; as a rule, active = well fitted curve in the direction sought with a large enough effect; inconclusive = small, poorly fitted or top-dose-only effect, or another doubt; inactive = no such curve, though single readings can be large; an effect the other way counts as inactive or inconclusive. A portion of the library; the hit share may differ from the screen's.

SMILES	CBFb-RUNX1 inh	HTT aggregate	NPSR antag	Lamin A splicing	IMPase Li cell	Luc counter	Epigenetic derep
COc1ccc(C(=O)N2CCCCC2)cc1S(=O)(=O)Nc1ccccc1	-1%	-1%	-8%[46.1 µM]	2%	-7%[38.3 µM]	-3%	-0.9%
Cc1[nH]nc2c1/C(=N\O)CCC2	11%	-15%	21%	15%[46 µM]	-12%	-2%	3.9%
O=S(=O)(c1cccs1)N1CCc2ccccc2C1	12%	-2%	-6%[46.1 µM]	2%	21%[38.3 µM]	1%	-1.0%
CCOC(=O)c1cnc(-c2ccccc2)nc1N	-10%	-8%	-10%[46.1 µM]	-3%	-9%[38.3 µM]	?	-0.8%
c1ccc(OCCSc2nnc3sc4ccccc4n23)cc1	2%	-2%	-19%[46.1 µM]	5%	-2%[38.3 µM]	-5%	0.0%
CCNc1c(N)c(=O)oc2ccccc12	2%	0%[9.22 µM]	-19%[46.1 µM]	0%	8%[38.3 µM]	1%	-4.8%
CC1(N2CCOCC2)C(=O)c2ccccc2C1=O	6%	-15%	13%	3%	4%	2%	1.1%
CCc1ccc(C(=O)COC(=O)C(CCSC)NC(=O)c2ccccc2)cc1 (configuration not stated)	1%	17%	17%	?	-3%	-2%	6.1%
O=C(O)Cn1cnc2c(oc3ccccc32)c1=O	6%	-12%[9.22 µM]	-20%	.	.	.	-0.3%
O=c1[nH]c(-c2ccccc2F)nc2c1sc(=S)n2Cc1ccccc1	1%	-23%	-4%[46.1 µM]	-9%	2%	0%	0.0%
CCc1cccc(CC)c1NC(=O)CSc1nc2ccc(N3C(=O)C4C5C=CC(C5)C4C3=O)cc2s1 (configuration not stated)	-1%	-32%	-24%[46.1 µM]	?	8%[38.3 µM]	-1%	-1.8%
O=C(Cn1c(=O)n(-c2ccccc2)c(=O)n1CC(=O)N1CCCCC1)N1CCCCC1	0%	-1%	9%[46.1 µM]	1%	3%[38.3 µM]	1%	0.9%
CSCCC(NC(=O)c1ccccc1)C(=O)N/N=C(\C)c1ccccc1 (configuration not stated)	-3%	2%	7%	-3%	2%	-2%	1.1%
COc1ccc(CCCc2n[nH]c(=S)o2)cc1	7%	-3%	-16%	8%[46 µM]	-9%	0%	-1.1%
Cc1cc(C(=O)NCCCN(C)C)c2ccccc2n1	6%	?	5%	-7%[46 µM]	-13%	1%	-1.8%
CCC1CCCCN1CCCNC(=O)CC1Oc2ccc(C)cc2NC1=O (configuration not stated)	-1%	0%	-21%[46.1 µM]	-14%	36%[activator][38.3 µM]	6%	1.6%
CCOC(=O)N1CCN(C(=O)COc2ccc(S(=O)(=O)NC3CCCCC3)cc2C)CC1	-3%	-18%	-9%[46.1 µM]	-22%	8%[38.3 µM]	3%	-6.3%
CN=C1SC(CC(=O)Nc2ccc(F)cc2F)C(=O)N1/N=C/c1ccc(OC(F)F)c(OC)c1 (configuration not stated)	3%	8%[9.22 µM]	-24%	4%[9.22 µM]	11%	0%	5.0%
CC(=O)c1cnc(Nc2cccc(C)c2)s1	7%	-9%	11%	.	-8%	-1%	-0.1%
C=CCOC(=O)C1=C(C)N=C2SCCC(=O)N2C1c1ccc(OC(=O)c2ccco2)cc1 (configuration not stated)	7%	-20%	-23%[46.1 µM]	2%	11%[38.3 µM]	-2%	0.0%
N=C(N)SCc1ccc(Cl)cc1Cl	4%	?	5%	?	5%	0%	3.1%
Cc1ccc(C2CC(=O)c3cnc(N4CCN(c5ccccc5)CC4)nc3C2)cc1 (configuration not stated)	4%	-1%	0%[7.67 µM]	12%	1%[38.3 µM]	-2%	0.3%
O=C1CC(c2ccccc2)n2nc(N3C(=O)c4ccccc4C3=O)nc2N1 (configuration not stated)	2%	-1%[9.22 µM]	-13%[46.1 µM]	5%	-5%[38.3 µM]	0%	-0.4%
CN(C)C(=O)c1nnc(Cc2ccc(Cl)cc2)o1	5%[2.36 µM]	-20%	12%	-2%	3%	-4%	-1.0%
COCCCNC(=O)Cn1nnc(-c2ccc(NC(=O)c3ccc(F)cc3)cc2)n1	5%	10%	-3%[46.1 µM]	3%	13%[38.3 µM]	1%	-1.0%
Cc1ccccc1C(=O)Nc1nnc(CC(=O)N/N=C/c2ccncc2)s1	11%	0%[9.22 µM]	?	.	.	.	9.1%
N#C/C(=C\c1cccnc1)c1nc2ccccc2[nH]1	0%	8%[9.22 µM]	?	.	.	.	15%
COc1cccc(N2CCN(C(c3ccccn3)c3nnnn3C(C)(C)C)CC2)c1 (configuration not stated)	3%	-18%	-14%[46.1 µM]	4%	0%	-1%	-1.2%
Cc1nnsc1Sc1cccc(C(F)(F)F)c1	7%	9%	0%[46.1 µM]	-11%	2%	0%	-0.9%
Nc1nnc(CSCc2ccc(Cl)cc2)s1	2%	20%	6%	?	-2%	17%	0.3%
Clc1ccc(C2=Nn3c(Cn4nnc5ccccc54)nnc3SC2)cc1	1%	1%[9.22 µM]	20%	.	.	.	0.1%
FC(F)(F)c1cc(-c2ccccc2)nc(NCC2CCCO2)n1 (configuration not stated)	18%	-14%	1%[46.1 µM]	16%	13%[38.3 µM]	-5%	-0.4%
O=C(Cc1ccccc1)N/N=C/c1ccc2c(c1)OCO2	3%	-5%	6%	9%[9.22 µM]	10%	-1%	2.2%
CCOC(=O)/C(C#N)=C1/C=CN(C)C=N1	-2%	12%	4%[46.1 µM]	5%	-15%[38.3 µM]	-2%	-2.9%
Cc1ccc(S(=O)(=O)N2CCCCC2)cc1NC(=O)C1CCCO1 (configuration not stated)	0%	6%	5%	-7%[46 µM]	-2%	8%	-1.3%
C#CCOCCOCCOCCNc1nc(N2CCN(C(=O)[C@H](Cc3ccc(O)cc3)n3cc([C@@H](N)CC(C)C)nn3)CC2)nc(N2CCN(C(=O)[C@H](Cc3ccc(O)cc3)n3cc([C@@H](N)CC(C)C)nn3)CC2)n1	6%	6%[9.22 µM]	-9%	.	16%	.	0.1%
C/C(=N/OC(=O)C1CC12CCC2)c1ccc(Br)cc1 (configuration not stated)	9%	-11%	-17%	.	-7%	3%	4.3%
Nc1cc(-c2nn[nH]n2)ccc1F	2%	8%	-4%[46.1 µM]	?	8%[38.3 µM]	0%	-1.2%
O=C(COC(=O)CCOc1ccccc1)Nc1ccc(Cl)cn1	15%	9%	1%[46.1 µM]	4%	4%[38.3 µM]	3%	4.5%
N[C@H](C(=O)O)c1cccc(O)c1	-16%	.	.	.	-15%&17%&9%	0%&2%	2.9%&-0.3%&1.1%
COc1ccc(-c2[nH]ncc2CNCCc2ncccc2C)cc1F	-1%	6%[9.22 µM]	-14%	.	21%	3%	4.0%
Cc1nn(-c2ccccc2)c2c1C(=O)N(Cc1ccccc1)C(=O)C(C)(C)C2	3%	-6%	-25%[46.1 µM]	-3%	14%[38.3 µM]	-3%	-1.6%
COC(=O)CCCCCCCCCC[N+]1(C)CCCCC1	1%	22%	22%	?	19%	0%	1.9%
CC(=O)Nc1ccc(NC(=O)Oc2ccccc2)cc1	5%	-7%	-15%[46.1 µM]	-1%	8%[38.3 µM]	-3%	-1.2%
Cc1ccc(C)c(CSc2nnc([C@@H]3CCCN3)o2)c1	-2%	-8%[9.22 µM]	3%	.	.	.	1.1%
O=C(c1ccccc1)c1ccc2c(c1)OCCCO2	10%	-11%[9.22 µM]	-6%	.	.	.	0.1%
COc1c(/C=N/Nc2ccc([N+](=O)[O-])cc2[N+](=O)[O-])c(C)nn1-c1ccccc1	-1%	6%	-12%[46.1 µM]	5%	10%[38.3 µM]	-4%	0.0%
OCC1OC(n2cnc3ccccc32)CC1O (configuration not stated)	3%	-4%[9.22 µM]	6%	.	.	.	1.1%
CCCCOc1ccc(N2C(=O)CC(NCc3ccncc3)C2=O)cc1 (configuration not stated)	-4%	-6%	6%	.	3%	9%	1.2%
CC(=O)N1CCN(c2nc3cc4c(cc3nc2NS(=O)(=O)c2ccccc2)OCCO4)CC1	-3%	-2%	-22%[46.1 µM]	-2%	-7%[38.3 µM]	-3%	2.9%
CCOC(=O)c1c(NC(=O)Cn2ccsc2=N)sc(C)c1C	1%	-30%	-15%	?	2%	-1%	1.1%
S=C(Nc1cccc(Cl)c1Cl)Nn1cnnc1	-3%	9%	17%	-5%	-2%	0%	0.0%
O=C(O)c1cccnc1SCC(=O)N1CCCc2ccccc21	-5%	-34%[9.22 µM]	0%	.	.	.	0.0%
Cc1ccc(/C=C/C(=O)NCC2COc3ccccc3O2)o1 (configuration not stated)	-5%	-1%	-10%	.	-8%	0%	0.0%
CC1(C)CC(=O)c2sc(NS(=O)(=O)c3ccc(F)cc3)nc2C1	5%	12%[9.22 µM]	24%	.	-24%	2%	-5.8%
C=CCNc1ncnc2c1[nH]c1ccc(C)cc12	0%	?	-5%[46.1 µM]	?	22%[38.3 µM]	-2%	-0.8%
CCOP(=O)(OCC)C(NC(=O)Nc1cccc(Cl)c1)C(N)=O (configuration not stated)	-16%	-3%	27%	?	1%	3%	-1.0%
Cc1ccc(/C=C/C(=O)Nc2cccc3cccnc23)o1	-25%	12%	6%	0%	-9%	-3%	0.0%
COC(=O)N1[C@H](Cc2ccccc2)C=C[C@]1(C)C(=O)NCc1ccccn1	7%[2.36 µM]	11%	13%	4%	3%&-10%	-2%&-3%	-1.7%&0.7%
CCOC(=O)C(C)Sc1nnc(-c2ccccc2O)n1-c1ccc(C)cc1 (configuration not stated)	0%	12%	-17%[46.1 µM]	2%	.	.	7.0%

Some of the entries above in a different format.
Results follow in this order: CBFb-RUNX1 inh, HTT aggregate, NPSR antag, Lamin A splicing, IMPase Li cell, Luc counter, Epigenetic derep
COc1c(/C=N/Nc2ccc([N+](=O)[O-])cc2[N+](=O)[O-])c(C)nn1-c1ccccc1
  -1%, 6%, -12%[46.1 µM], 5%, 10%[38.3 µM], -4%, 0.0%
OCC1OC(n2cnc3ccccc32)CC1O (configuration not stated)
  3%, -4%[9.22 µM], 6%, ., ., ., 1.1%
